Bioassay records from PubChem BioAssay.
P. falciparum M17LAP = P. falciparum M17LAP inhibitors, primary screen, biochemical, fluorogenic H-Leu-NHMec substrate, 1536-well (AID 1619). recombinant M17LAP, H-Leu-NHMec fluorogenic kinetic assay; higher % means a stronger effect. one-dose inhibition, % at 30 µM; IC50 in µM for titrated hits. actives 0.38% (n = 220,000);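 active = compound inhibiting the enzyme by more than half at any dose during confirmatory dose-response retesting; inconclusive = strong single-dose inhibitors picked by rank but not retested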;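 note: plate controls were full reaction with DMSO carrier for no effect and no enzyme background for full effect; strong numbers were not always called active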
AID2073 = disruptors of CaV2.2 binding to Mint1 – biochemical, HTRF (AID 2073); one-dose inhibition, % at 20 µM; IC50 in µM for titrated hits; actives 0.19% (n = 290,000); HTRF protein-protein interaction, Mint1-CaV2.2; higher % means a stronger effect; in the data active = inhibition mostly above about 51%, no sharp cut-off; inconclusive = no clear call, values can overlap the other calls; inactive = mostly below about 53%; note: some results filed as inactive read as strong as hits
P. falciparum M1AAP = malaria alanyl aminopeptidase activity blockers – biochemical, fluorogenic H-Leu-NHMec substrate, 1536-well (AID 1445); recombinant M1AAP, H-Leu-NHMec fluorogenic kinetic assay; higher % means a stronger effect; inhibition, % at 30 µM, or IC50 in µM where a hit was titrated; actives 0.42% (n = 220,000);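 active = primary inhibition above the hit cutoff, then over 50% inhibition at one or more dose response concentrations, cut at about 23% in these data, passing the limit was not always enough; inconclusive = conflicting primary data, or primary hits not chosen for dose response; inactive = low primary inhibition, or under 50% at every dose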;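 note: plate controls were DMSO full reaction for no effect and no enzyme background for full effect; strong numbers were not always called active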
XIAP displacement = small molecules displacing peptide from XIAP – biochemical, IAP family, fluorescence polarization (AID 1018); XIAP BIR domain, fluorescence polarization peptide displacement; higher % means a stronger effect; actives 0.007% (n = 200,000); one-dose displacement, % at 20 µM; IC50 in µM for titrated hits; in the data active = displacement above about 50%; note: a part of the inactive calls stands beside numbers as strong as those of hits
SIAH1 antagonists = blockers of Siah-1 interaction with plectin peptide – biochemical, fluorescence polarization, rhodamine-plectin, uHTS, primary screen (AID 1817) | Siah-1 / rhodamine-plectin peptide fluorescence polarization; higher % means a stronger effect | one-dose displacement, % at 20 µM; IC50 in µM for titrated hits | actives 0.02% (n = 290,000);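 active = displacement of at least 50% at 20 µM, with a fluorescence ratio check between 0.3 and a set limit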;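 note: plate controls were Siah plus tracer with DMSO for no effect and tracer alone without Siah for full effect; strong numbers were not always called active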
human PMI inhibitors = MPI inhibition at elevated mannose 6-phosphate – biochemical, fluorescence intensity, high mannose 6-phosphate, primary screen (AID 1220) | recombinant PMI enzyme, coupled fluorescence intensity; higher % means a stronger effect | actives 0.66% (n = 190,000) | one-dose inhibition, % at 20 µM; IC50 in µM for titrated hits
Dynein cargo inh = blocks dynein driven cargo transport along microtubules. 3617.4 mouse cells, GR-EGFP nuclear translocation imaging; test concentration mostly 20 µM; stimulated with dexamethasone, 1 µM; active compounds read low. z-score, hits read low. actives 0.47% (n = 220,000). AID 1381;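 active = plate z-score of nuclear minus cytoplasmic receptor signal below a set negative limit, without overly bright fluorescence or cell loss, cut at about -3.5 in these data, passing the limit was not always enough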;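 note: z-score of nuclear minus cytoplasmic ring GR-EGFP intensity difference per well; some compounds called inactive have numbers as strong as hits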
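Schedule: 48 h induction, then 1 h compound, then 30 min agonist, 37 °C. Buffer or medium: tetracycline-free induction medium containing charcoal-stripped FBS. Reagent: 1.0 µM final dexamethasone stimulus. Evaluation: nuclear versus cytoplasmic GR-EGFP signal, averaged per well. Signal: high-content fluorescence imaging after fixation.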
LYP inhibition = PTPN22 lymphoid phosphatase activity blockers – biochemical, fluorescence intensity, uHTS (AID 1779) | recombinant LYP phosphatase, fluorescence intensity; higher % means a stronger effect | inhibition, % at 11.5 µM; hits with a dose series show IC50 in µM | actives 0.054% (n = 290,000);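 note: plate controls were vehicle with enzyme for no effect and no enzyme for full effect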
human PMI inhibition = inhibitors of human PMI, primary screen, biochemical, fluorescence intensity, coupled assay (AID 1209). purified PMI enzyme, coupled fluorescence intensity; higher % means a stronger effect. inhibition, % at 20 µM, or IC50 in µM where a hit was titrated. actives 0.42% (n = 190,000);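 note: plate controls were DMSO vehicle for no effect and wells lacking substrate for full effect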
Dynein cargo inh cytoplasmic EGFP = recorded beside Dynein cargo inh, whose call it bears; z-score; measured here: cytoplasmic GR-EGFP intensity; active compounds read high
Dynein cargo inh nuclear GR-EGFP = recorded beside Dynein cargo inh, whose call it bears; z-score; measured here: nuclear GR-EGFP intensity;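 lower value marks the stronger effect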
Dynein cargo inh cell count = second read-out of Dynein cargo inh, no call of its own (marks repeat the call); z-score; measured here: cell count per field
* marks the source's active call; other numbers are inactive results; i = inactive; ? = inconclusive; nt = no result given. Cut-off read from the data, not from the text of the source, unless noted: active = inhibition above about 50%; inactive = the rest.

Below each compound: P. falciparum M17LAP	AID2073	P. falciparum M1AAP	XIAP displacement	SIAH1 antagonists	human PMI inhibitors	Dynein cargo inh	Dynein cargo inh cytoplasmic EGFP	Dynein cargo inh nuclear GR-EGFP	Dynein cargo inh cell count	LYP inhibition	human PMI inhibition
> O=Cc1c(-c2ccc(F)cc2)nc2ccccn12
 : 12%	-2%	6%	4.2%	-2%	-10%	0.86	-0.14	0.44	-1	-2%	-7%
> COc1ccc(C(=O)O)cc1S(=O)(=O)Nc1ccc(C)cc1
 : -6%	-6%	2%	-13%	4%	2%	-0.31	-0.31	0.17	0.25	0%	-1%
> Cc1c(C(=O)NNS(=O)(=O)c2ccccc2)sc(=S)n1C
 : 4%	0%	2%	-7.1%	0%	-6%	-0.21	-0.27	0.045	0.48	-3%	3%
> CC(NC(=O)c1cccnc1)C(c1cccs1)N1CCN(c2ccccc2F)CC1 (stereo unspecified)
 : 1%	3%	-3%	nt	4%	nt	-0.39	-0.27	0.41	-0.06	-6%	nt
> OCCN1CCN(CC(O)COc2ccc(-c3ccccc3)cc2)CC1 (stereo unspecified)
 : 13%	2%	-3%	0.1%	7%	-9%	-0.9	-0.091	-0.49	0.91	-9%	-2%
> CCOC(=O)C1=C(C)Nc2ncnn2C1c1cccnc1 (stereo unspecified)
 : 0%	-6%	-3%	-2.0%	3%	-8%	-0.62	-0.2	-0.12	0.37	-2%	-9%
> Cc1cccc(Nc2ncnc3ccc(Br)cc23)c1
 : 5%	19%	7%	-1.1%	5%	-1%	1.3	-0.3	0.89	0.05	-4%	5%
> COc1ccc(CCNC(=O)c2sc3cc(C)ccc3c2Cl)cc1
 : -6%	12%	-8%	3.7%	4%	5%	-0.4	-0.2	-0.46	0.79	-7%	1%
> C/C(=N\NC(N)=O)c1cccc(Cl)c1
 : -1%	-5%	-2%	-1.7%	-4%	-2%	1.2	-0.16	1.4	-2.4	-6%	8%
> O=C(CN1CCN(Cc2ccc3c(c2)OCO3)CC1)Nc1cc(S(=O)(=O)N2CCCC2)ccc1Cl
 : 6%	-5%	6%	-3.6%	-7%	7%	-1.8	-0.37	-0.61	1.8	-7%	10%
> COc1ccc(NC(=O)CSc2nccn2C)cc1S(N)(=O)=O
 : -3%	-6%	2%	-8.1%	3%	3%	0.066	-0.18	-0.31	0.41	2%	2%
> Cc1c(Cl)cccc1NC(=O)CNC(=O)c1ccccc1F
 : 3%	4%	4%	-3.2%	23%	8%	-1.3	0.74	-0.73	0.72	-6%	13%
> N/C(=N\OC(=O)c1cccc(Cn2cc(C(F)(F)F)ccc2=O)c1)c1ccccc1
 : 0%	1%	0%	nt	12%	nt	0.64	-0.27	0.19	-0.18	-5%	nt
> Cn1c(C2=C(O)CN(Cc3ccccc3)C2=N)[n+](C)c2ccccc21
 : 2%	4%	7%	-0.8%	5%	2%	0.74	-0.27	0.38	-0.32	-4%	2%
> CCC(=NCc1ccccc1)C1=C(O)C(C(=O)OC)C(C)(C)CC1=O (stereo unspecified)
 : 10%	-4%	5%	1.0%	-2%	11%	-0.14	0.58	0.37	0.47	-6%	6%
> CCn1c(C(=O)NCCCc2ccccc2)cc2sccc21
 : -13%	2%	-5%	-1.7%	3%	16%	1.2	-0.16	1.9	-1.5	1%	10%
> COC(=O)c1sccc1NC(=O)CSc1ccccc1NS(=O)(=O)c1ccc(F)cc1
 : 16%	-3%	17%	-4.1%	0%	16%	-0.39	-0.23	-0.48	0.27	-2%	13%
> CCc1ccc(NC(=O)C2CC=CCC2C(=O)O)cc1 (stereo unspecified)
 : 3.5µM*	1%	2%	-4.4%	-3%	0%	-0.11	-0.43	-0.082	0.3	-5%	-3%
> CSc1ccc(CNc2ccccn2)cc1
 : 3%	0%	2%	-8.5%	3%	-3%	0.56	0.46	0.75	-0.76	1%	2%
> COc1ccc(C(=O)N2CCCC(c3ccccc3)C2)cc1 (stereo unspecified)
 : 3%	3%	7%	-2.7%	1%	7%	1.3	-0.31	0.62	-0.56	-8%	5%
> Cc1cccc(C(=O)CC(=O)c2cc(Cl)ccc2O)c1
 : 8%	17%	-4%	-2.0%	-1%	-2%	-1.6	-0.19	-0.92	0.67	2%	5%
> O=C(CSc1nc2c(sc3ccccc32)c(=O)n1CCc1ccccc1)NCc1ccco1
 : -7%	13%	1%	-1.0%	4%	3%	-0.055	-0.048	0.038	-0.2	-3%	4%
> O=C(O)c1ccccc1-c1nc(-c2ccccc2)c(-c2ccccc2)[nH]1
 : 34%	37%	47µM*	-4.4%	-2%	-11%	-0.74	-0.3	-0.38	1	2%	-9%
> CCOc1ccc(Br)cc1CN(CC)CC
 : -9%	-6%	-5%	nt	2%	nt	-0.31	-0.14	-0.14	1	-8%	nt
> CCCc1cc(=O)oc2c(CN3CCCC3)c(O)c(Cl)cc12
 : i	?	?	3.6%	-3%	6%	-0.63	-0.33	-0.27	0.28	-63%	-5%
> CCOC(=O)Cc1c(C)nc2c(-c3ccccc3)c[nH]n2c1=O
 : -2%	23%	15%	-2.5%	-3%	0%	0.87	-0.22	0.72	0.48	1%	1%
> CC1CCCN(C(=O)C2CCC(CNc3c(N4CCCCC4)c(=O)c3=O)CC2)C1 (stereo unspecified)
 : -1%	10%	5%	nt	0%	nt	-0.25	-0.13	0.25	0.49	-1%	nt
> COc1cc(C(C)=O)ccc1OCC(=O)NCC1(N2CCCCC2)CCCCC1
 : 16%	16%	2%	-4.9%	2%	2%	-0.7	-0.33	-0.33	0.31	-2%	21%
> CCN(CC)CCCN1C(=O)CSC1c1ccc2c(c1)OCO2 (stereo unspecified)
 : 20%	-3%	3%	-2.5%	-3%	4%	-0.36	-0.2	0.12	0.073	-5%	2%
> Cc1nn(-c2cccc(Cl)c2)c(Cl)c1/C=N/NC(=O)c1cccs1
 : -5%	1%	-3%	-5.0%	5%	0%	1.9	-0.052	1.5	-1.4	-9%	10%

Additional compounds follow.
Below each compound: P. falciparum M17LAP	AID2073	P. falciparum M1AAP	XIAP displacement	SIAH1 antagonists	human PMI inhibitors	Dynein cargo inh	Dynein cargo inh cytoplasmic EGFP	Dynein cargo inh nuclear GR-EGFP	Dynein cargo inh cell count	LYP inhibition	human PMI inhibition
> CN(CCC#N)C(=S)Nc1ccc(S(=O)(=O)N2CCOCC2)cc1
 : 1%	-7%	0%	-1.6%	12%	3%	-0.51	-0.15	-0.62	0.4	0%	2%
> CC(=O)c1ccc(NC(=O)C2CCN(S(=O)(=O)c3cccc4cccnc34)CC2)cc1
 : -2%	0%	5%	-3.0%	1%	16%	-1.4	-0.28	-0.79	1.1	-4%	14%
> CC(C)Oc1cccc(-c2cc(C(=O)N3CCN(S(C)(=O)=O)CC3)c3ccccc3n2)c1
 : -2%	28%	4%	-6.2%	-5%	-5%	0.18	0.037	0.32	1.1	0%	-1%
> Cc1nnc(SCC(=O)N2CCCC(C(=O)c3ccc(Cl)cc3)C2)o1 (stereo unspecified)
 : -2%	-14%	-4%	-1.1%	1%	-1%	1.6	-0.28	0.54	-0.48	-9%	2%
> O=C(CSc1cccc2cccnc12)N/N=C/c1ccc(O)cc1
 : 3%	-13%	9%	nt	4%	nt	-0.64	-0.18	-0.21	0.72	-4%	nt
> CC(=O)c1c(C)n(CC(=O)NCc2ccco2)c2ccccc12
 : -1%	31%	6%	-1.1%	3%	-8%	0.014	-0.35	0.28	0.06	-8%	-4%
> CC(C(=O)N1CCN(c2ccc(Cl)cc2)CC1)c1ncc(C(F)(F)F)cc1Cl (stereo unspecified)
 : 4%	5%	5%	-4.5%	2%	-3%	-0.6	-0.2	0.0013	-0.086	-2%	4%
> CCC(C)NC(=O)CSc1nc2n[nH]c(C)c2c(=N)n1-c1ccc(OC)cc1 (stereo unspecified)
 : 18%	5%	18%	-4.1%	-6%	-12%	-0.69	-0.19	-0.32	1.4	-5%	-16%
> CN(C)C(=O)CSc1nnc([C@H](Cc2ccccc2)NC(=O)OC(C)(C)C)o1
 : 0%	-30%	0%	nt	7%	nt	-0.37	-0.21	0.4	-0.16	-10%	nt
> Cc1ccc(C)c(NC(=O)C(Sc2cccc[n+]2[O-])c2ccccc2)c1 (stereo unspecified)
 : 8%	-12%	0%	-3.5%	-1%	4%	0.54	-0.28	0.78	0.03	-1%	4%
> CCn1nc(C(=O)OC(C(=O)c2c[nH]c3ccccc23)c2ccccc2)c2ccccc2c1=O (stereo unspecified)
 : -1%	6%	-6%	-6.1%	-1%	9%	2	-0.26	1.8	-0.47	-1%	16%
> COc1ccc(NC(=O)C/C(C)=N/NC(=O)C(=O)Nc2cccc(Cl)c2C)c(OC)c1
 : -8%	14%	11%	-6.9%	-8%	-22%	-0.14	-0.29	0.11	-0.1	-10%	-31%
> Cc1cc(C)n(CCN(C)Cc2cn[nH]c2-c2ccc(F)cc2F)n1
 : 6%	1%	2%	-6.3%	3%	8%	-0.44	-0.24	-0.1	0.1	-6%	8%
> CCCCC(=O)Nc1ccc(F)c(Cl)c1
 : 11%	4%	1%	-1.2%	2%	9%	0.32	-0.28	0.67	0.37	0%	11%
> Cn1c(=O)c(Oc2ccc(F)cc2)c(O)c2ccccc21
 : 4%	2%	1%	-2.2%	8%	-2%	0.19	-0.24	-0.23	0.058	-4%	2%
> CCc1cc(-c2n[nH]c(CCC(=O)O)c2-c2nc3ccccc3n2C)c(O)cc1O
 : 9%	24%	4%	-1.9%	-2%	17%	-0.58	-0.12	-0.17	0.61	0%	4%
> CSc1ccccc1C(=O)C1CCCN(C(=O)c2csnn2)C1 (stereo unspecified)
 : -8%	-11%	6%	1.6%	-6%	6%	-0.19	0.41	0.012	-1.3	-4%	4%
> CCN1CC=C2C(C#N)=C(N)C(C#N)(C#N)C(c3cc(Cl)ccc3Cl)C2C1 (stereo unspecified)
 : -62%	47%	?	3.3%	2%	45%	-3.1	59	8.4	-1.9	2%	16%
> Cc1cc(/C=C2/NC(=S)NC2=O)c(C)n1-c1cccnc1
 : 4%	-2%	7%	-6.1%	-10%	25%	0.34	-0.38	0.072	0.87	-3%	-3%
> O=C(COC(=O)c1ccc2[nH]c3c(c2c1)CCCC3)Nc1ccccc1
 : 20%	14%	3%	-4.6%	-7%	0%	-0.59	-0.29	-0.63	0.42	-4%	0%
